tim10-1 inh: growth inhibitors of tim10-1 mutant yeast, primary screen, luminescence, uHTS; hit rate 2.2% among 330,000; S. cerevisiae tim10-1 ts strain growth, BacTiter-Glo, 24 h; inhibition, % at 20 µM;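 active means inhibition of at least 40%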;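 further: mutant grown at 25 °C; 0% = DMSO wells with yeast and 100% = wells holding no yeast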
ATG4B inh: ATG4B protease inhibitors, primary screen, biochemical, fluorescence, uHTS; Cysteine protease ATG4B (Homo sapiens), Q9Y4P1; ATG4B cleavage of LC3-PLA2, NBD-HPC fluorescence, 1 h; inhibition, % at 8.33 µM; hit rate 0.51% among 340,000; in the data active means inhibition above about 40%
NALP3 yeast inh: NALP3 inflammasome inhibitors in reconstituted yeast, primary screen, luminescence, uHTS; hit rate 0.39% among 330,000; AID 2825, 2010; Yeast reconstituted NLRP3/ASC/caspase-1, beta-gal luminescence, 24 h; inhibition, % at 10 µM;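 active means inhibition of 50% or more; inactive means inhibition below 50%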;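 further: plate controls were induced DMSO wells for no effect and uninduced yeast grown without galactose for full effect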
hIAP act: human IAP activators, primary screen, biochemical, luminescence, uHTS. Intestinal-type alkaline phosphatase (Homo sapiens), P09923. purified human IAP, CDP-Star luminescence, 30 min; hits give high values; 1 = vehicle-only enzyme, 0 = enzyme-free background. activation factor at 10 µM. hit rate 0.16% among 330,000. AID 2524, 2010;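 active means activation factor of the enzyme at least 2-fold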; further: the source names both 10 and 20 µM as test concentration; values of inactives mirror those of a sister screen read the other way
hIAP block: human IAP inhibitors, primary screen, biochemical, luminescence, uHTS | Intestinal-type alkaline phosphatase (Homo sapiens), P09923 | inhibition, % at 10 µM | hit rate 0.12% among 330,000 | purified IAP, CDP-Star luminescence, 30 min;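 active means inhibition reaching a set limit with compound at 10 µM in the primary screen, cut at about 35% in these data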;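 further: plate controls were DMSO wells with enzyme for no effect and no-enzyme buffer wells for full effect; values of inactives mirror those of a sister screen read the other way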
mIAP act: activators of mouse IAP, primary screen, biochemical, luminescence, uHTS; intestinal alkaline phosphatase [Mus musculus]; AID 2805, 2010; hit rate 0.24% among 330,000; activation factor at 10 µM; muIAP, CDP-Star luminescence, 30 min; hits give high values; 1 = vehicle-only enzyme signal, 0 = enzyme-free wells;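 active means activation factor of at least 2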; further: the source names both 10 and 20 µM as test concentration; values of inactives mirror those of a sister screen read the other way
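also added = chemiluminescent substrate CDP-Star | test system = mouse IAP enzyme | signal = chemiluminescence readout | compound = DMSO-dissolved test compounds | incubation = 30 min at room temperature | benchmarks = DMSO wells, no-enzyme wells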
mIAP inh: inhibitors of mouse IAP, primary screen, biochemical, luminescence, uHTS. intestinal alkaline phosphatase [Mus musculus]. purified mouse IAP, CDP-Star luminescence, 30 min. hit rate 0.2% among 330,000. inhibition, % at 10 µM. AID 2806, 2010;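 active means inhibition of at least 40% at 10 µM in the primary screen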;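 further: plate controls were DMSO with enzyme for no effect and no enzyme wells for full effect; values of inactives mirror those of a sister screen read the other way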
Apaf1 inhib: inhibitors of human Apaf-1 apoptosome, primary screen, biochemical, DEVD-Rh110 fluorescence, uHTS | reconstituted apoptosome caspase-3 activity | Apoptotic protease-activating factor 1 (Homo sapiens), O14727 | hit rate 0.71% among 330,000 | AID 489030, 2010 | inhibition, % at 20 µM; active means inhibition of at least 40% at 20 µM;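 further: plate controls were DMSO wells for no effect and DEVD-CHO caspase inhibitor wells for full effect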
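Material: reconstituted apoptosome with Apaf-1, cytochrome c, caspase-9, procaspase-3, dATP; medium: pH 7.5 Hepes buffer with CHAPS, BSA, DTT; also added: cytochrome c and DEVD-Rh110 substrate; timing: 30 min plus 50 min, RT; signal: Rh110 fluorescence intensity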
TIM10 inh: growth inhibitors of isogenic TIM10 control yeast, primary screen, counter-screen for tim10-1 yeast inhibitor project, luminescence, uHTS. S. cerevisiae TIM10 strain growth, BacTiter-Glo luminescence, 24 h. inhibition, % at 10 µM. hit rate 1.4% among 330,000. AID 463195, 2010;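 active means inhibition of 40% or more at the single tested concentration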;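 further: wild-type TIM10 isogenic control strain grown at permissive 25 °C; 0% = DMSO yeast wells and 100% = minimal medium wells without yeast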
* hit, by the source's call; & = joins results of further samples.

SMILES	tim10-1 inh	ATG4B inh	NALP3 yeast inh	hIAP act	hIAP block	mIAP act	mIAP inh	Apaf1 inhib	TIM10 inh
Cc1ccc(N(C)C(=O)C2CCCN2S(=O)(=O)c2ccc3c(c2)n(C)c(=O)c(=O)n3C)cc1 (centres undefined)	16.6	1.0	-5.0	0.96	4.0	1.02	-1.9	-4.6	-3.9
COc1ccccc1CC(=O)NCc1nn(-c2ccccc2)nc1C	3.5	-2.4	14.6	0.984	1.6	1	-0.3	-9.5	11.8
CCOC(=O)N1CCC(NCCNC(=O)c2ccccc2)CC1	3.8&-15.5	-8.0&12.7	12.4&18.0	1.16&0.953	-16.0&4.7	0.975&0.981	2.5&1.9	-1.2&5.9	0.1&-14.8
CCOC(=O)C1(Cc2cccc(Cl)c2)CCCN(C(=O)c2ccco2)C1 (centres undefined)	22.1	2.6	12.4	1.12	-12.3	1.03	-3.4	11.7	-16.9
O=c1cc(CN2CCCc3ccccc32)nc2sccn12	15.7	-8.9	9.9	1.11	-10.8	1.02	-1.8	14.2	4.7
CC(C)CNC(=O)C(=O)NCC(c1ccc2c(c1)OCO2)N1CCOCC1 (centres undefined)	-5.6	-3.5	1.1	1.07	-7.2	1.06	-5.8	7.0	-5.6
COc1ccc(-c2cn3ccsc3n2)cc1	-16.1	-3.2	34.2	0.84	16.0	1.01	-1.1	-4.2	0.1
COC(=O)c1ccc(NC(=O)C2CCN(C(=O)Nc3ccccc3)CC2)cc1	-13.4	-3.6	19.0	1.09	-8.9	1.28	-28.0	0.2	17.9
COc1ccc(CN(C(=O)c2oc3ccc(F)cc3c2C)C2CCS(=O)(=O)C2)cc1 (centres undefined)	15.0	-11.5	13.0	0.86	14.0	0.95	5.0	22.3	10.7
COc1ccccc1CNC(=O)CCCc1ccccc1	8.4	-8.3	12.0	1.04	-3.9	0.958	4.2	-5.1	-6.2
CC(C)(C)c1ccc(OCC(O)CN2CCc3ccccc3C2)cc1 (centres undefined)	-59.9	9.2	47.0	1.23	-23.3	1.05	-5.3	8.9	-48.7
CC(=O)Nc1cccc(NC(=O)CSc2nnc3ccc(-c4ccncc4)nn23)c1	-17.7	2.9	17.6	0.896	10.4	0.982	1.8	1.4	-7.5
Cc1ccc(OCCCC(=O)Nc2ccc(S(=O)(=O)Nc3cc(C)on3)cc2)cc1	-1.0	-18.6	1.3	0.89	11.0	0.984	1.6	3.1	-3.8
c1ccc(Cn2c(-c3cncs3)nc3ccccc32)cc1	8.0	0.1	-43.5	0.942	5.8	0.976	2.4	1.9	15.2
O=C(NCC1CCCN(Cc2cccc(C(F)(F)F)c2)C1)c1ccc(F)cc1 (centres undefined)	-2.2	-12.3	21.4	1	-0.4	1.12	-12.3	-3.0	5.2
CCOc1ccc(C(=O)CSc2nnc(N)s2)cc1	36.8	-1.1	12.4	1.04	-4.3	1.07	-7.1	22.3	16.2
COc1ccc(/C=C2\SC(=NCc3ccccc3)N(Cc3ccccc3)C2=O)cc1OC	16.0	1.0	15.7	0.961	3.9	0.935	6.5	18.4	7.3
O=C(O)C1C2CCC(C2)C1C(=O)Nc1nc2ccccc2s1 (centres undefined)	15.2	-3.1	7.1	0.94	6.0	0.976	2.4	2.6	-9.6
O=C(NCc1cccc2ccccc12)c1cccs1	-7.4	8.7	42.5	1.02	-1.6	1.02	-2.5	1.8	-19.3
OCC[C@@H]1C[C@H](O)[C@@H](O)[C@@]2(OCc3ccccc32)O1	-15.9	1.9	9.8	1.01	-1.0	1.03	-3.5	1.4	-2.7
O=C(CN1CCN(S(=O)(=O)c2ccc(Br)cc2)CC1)Nc1ccc2c(c1)OCCO2	6.8	-9.6	15.4	1.14	-14.1	1.07	-6.8	15.6	-20.3
CCOc1ccccc1/C=C/c1cc(C(=O)O)c2ccccc2n1	-2.4	32.0	12.1	1.03	-3.2	0.996	0.4	-10.8	10.8
COc1cccc(CN2CC(O)=C(c3nc(-c4ccc(Cl)cc4)cs3)C2=N)c1	-17.8	5.6	10.7	1	-0.2	1.03	-3.5	-0.5	-21.4
CCC1=NC(c2ccc(OC)cc2)N(O)C1(C)C (centres undefined)	6.6	1.4	3.9	1.08	-8.2	0.986	1.4	-4.2	1.9
CCOc1cc2[nH]c(=S)n(C(C)C)c(=O)c2cc1OCC	8.4	-2.0	6.8	1	-0.4	0.988	1.2	0.4	14.3

Arranged by value in mIAP inh (falling): 3 of the compounds above.
| SMILES | mIAP inh |
| --- | --- |
| COc1ccc(CN(C(=O)c2oc3ccc(F)cc3c2C)C2CCS(=O)(=O)C2)cc1 (centres undefined) | 5.0 |
| CCC1=NC(c2ccc(OC)cc2)N(O)C1(C)C (centres undefined) | 1.4 |
| O=c1cc(CN2CCCc3ccccc32)nc2sccn12 | -1.8 |

Entries of single compounds as entered above. Screens in order: tim10-1 inh, ATG4B inh, NALP3 yeast inh, hIAP act, hIAP block, mIAP act, mIAP inh, Apaf1 inhib, TIM10 inh
`O=C(NCc1cccc2ccccc12)c1cccs1` is listed with -7.4, 8.7, 42.5, 1.02, -1.6, 1.02, -2.5, 1.8, -19.3
`Cc1ccc(OCCCC(=O)Nc2ccc(S(=O)(=O)Nc3cc(C)on3)cc2)cc1` is listed with -1.0, -18.6, 1.3, 0.89, 11.0, 0.984, 1.6, 3.1, -3.8
`CC(=O)Nc1cccc(NC(=O)CSc2nnc3ccc(-c4ccncc4)nn23)c1` is listed with -17.7, 2.9, 17.6, 0.896, 10.4, 0.982, 1.8, 1.4, -7.5

(more compounds)
SMILES	tim10-1 inh	ATG4B inh	NALP3 yeast inh	hIAP act	hIAP block	mIAP act	mIAP inh	Apaf1 inhib	TIM10 inh
C/C(=N\NS(=O)(=O)c1ccc([N+](=O)[O-])cc1)c1c[nH]c2ccccc12	-8.2	-2.6	18.1	1.1	-9.6	1.02	-1.7	-0.7	7.1
Cc1ccc(NC(=S)c2nc3ccccc3s2)cc1	20.7	4.0	25.6	1.11	-10.8	0.958	4.2	1.2	8.4
CCOC(=O)c1c(-c2ccccc2)csc1NC(=O)/C(C#N)=C/c1ccc(OC)c(OC)c1	4.2	-7.2	14.9	0.947	5.3	0.896	10.4	14.8	-8.4
c1ccc(CN2CCN(CCOCCOc3ccc4c(c3)CCC4)CC2)cc1	8.7	3.8	-3.1	0.986	1.4	0.973	2.7	-6.7	-9.8
O=C(c1cccc(F)c1)N1CCC(O)(c2cccnc2)CC1	7.3	-3.0	4.2	1.12	-12.0	0.984	1.6	-3.4	3.6
CC(=O)N1c2ccc(S(=O)(=O)N3CCCCC3)cc2CC1C (centres undefined)	-4.7	-5.2	7.8	1.1	-10.2	0.951	4.9	9.3	12.9
COc1ccc(OC)c(NC2=NC3(CCCC3)N=C(N)N2)c1	12.1	5.2	7.7	1.73	-73.0	1.33	-33.0	3.6	-2.7
CCN(CC(=O)NCc1ccc(F)cc1)c1ccc(S(C)(=O)=O)cc1[N+](=O)[O-]	4.8	-6.2	2.2	1.1	-10.5	0.969	3.1	-4.6	-12.3
CC(=O)Oc1ccc(-c2ccc(C(=O)O)cc2)cc1	-5.7	-0.3	5.7	1.2	-20.4	1.11	-11.4	0.3	-2.5
CCCCc1nc2cc(C(=O)N(C)CCc3cn[nH]c3)ccc2o1	-0.5	12.1	-1.7	1.07	-7.2	0.984	1.6	9.4	3.1
CCCCCCCC(=O)N/N=C(\C)c1ccc(O)cc1O	-7.8	0.0	11.0	1.01	-1.1	0.941	5.9	14.7	20.9
CCN(C(=O)CN1C(=S)NC(C)(C)CC1C)c1ccc(C)c(C)c1 (centres undefined)	26.0	-4.5	12.3	1.03	-3.1	0.865	13.5	-4.7	10.5
COc1ccc(-c2noc(-c3cccs3)n2)cc1OC	3.7	-12.8	15.8	1.08	-7.8	1.15	-14.9	8.4	12.0
Cc1cc(C)n2c(SCC(=O)NC3CCCCC3)nnc2n1	1.8	0.8	12.4	0.921	7.9	1.03	-3.1	4.1	11.5
Cc1cccc(-n2c(C)cc(/C=N/NC(N)=S)c2C)c1	11.3	2.0	11.9	0.994	0.6	1.09	-8.6	18.2	-24.1
CCCNS(=O)(=O)c1ccc(OCC(=O)N2CCCC2)cc1	3.4	1.5	10.4	0.947	5.3	0.929	7.1	14.8	4.5
Cc1cc(C)c(NC(=O)Nc2ccccc2C)c(Cl)c1	5.4	-6.8	-4.8	1.05	-5.4	1.24	-24.1	-19.3	3.5
CN(C(=O)COC(=O)c1cc([N+](=O)[O-])ccc1Sc1ccccc1)C1CCS(=O)(=O)C1 (centres undefined)	20.6	-17.3	21.5	0.926	7.4	0.929	7.1	1.8	1.3
O=C(COc1cccc(-n2cnnn2)c1)NC1CCCCC1	10.1	1.3	8.0	0.999	0.1	0.96	4.0	-13.3	-2.0
COc1ccc(-c2[nH]ncc2-c2cnc(C)s2)c(O)c1	-4.4	-5.3	1.0	0.934	6.6	0.882	11.8	-32.2	3.4
CC(C)(C)c1ccc(OCC(=O)N2CCN(C=O)CC2)cc1	2.5	-3.1	23.9	1.06	-5.8	0.892	10.8	-21.1	3.0
CC(C)OP(=O)(OC(C)C)C1(O)C(=O)Nc2ccccc21 (centres undefined)	1.6	-15.8	2.6	0.95	5.0	1.04	-3.6	1.9	-5.8
COc1cccc(C(=O)NCC2CCCN(C3CCCCC3)C2)c1OC (centres undefined)	2.7	7.0	2.8	1.08	-8.4	1.19	-18.6	9.5	0.4
CC(C)C(NC(=O)CN1C(=O)c2cccc3cccc1c23)C(C)C	19.4	-0.9	11.3	0.889	11.1	1.01	-1.2	4.8	4.6
O=[N+]([O-])c1cccc(-c2noc(COc3ccccc3)n2)c1	-0.8	-1.5	29.2	0.95	5.0	0.905	9.5	8.4	-0.9
(more compounds)
SMILES	tim10-1 inh	ATG4B inh	NALP3 yeast inh	hIAP act	hIAP block	mIAP act	mIAP inh	Apaf1 inhib	TIM10 inh
C=CCOc1ccc(CNc2ccc3[nH]c(=O)[nH]c3c2)cc1OCC	21.0	1.6	-7.2	1.07	-7.1	1.05	-5.4	-0.9	-8.1
O=C(Nc1ccc(N2CCCCC2)cc1)c1ccccn1	40.9*	-1.5	26.6	0.885	11.5	0.923	7.7	3.4	20.6
CC(C)[C@H](NC(=O)[C@@H]1Cc2ccccc2CN1C(=O)OC(C)(C)C)C(=O)NCC1CCC(C(=O)O)CC1 (some centres undefined)	10.1	5.7	0.8	0.847	15.3	0.922	7.8	1.1	-4.5
CCC(Sc1nc(C)cc(=O)[nH]1)C(=O)Nc1sc2c(c1C#N)CCCC2 (centres undefined)	12.9	7.7	2.1	1.15	-14.5	0.84	16.0	-1.7	17.7
CC(C)C(=O)NC(=S)N(Cc1ccccc1)Cc1ccccc1	41.3*	-16.3	14.7	1	0.0	1.01	-1.5	-10.1	37.4
COC(=O)[C@@H](NC(=O)NCc1ccccc1Cl)C(C)C	5.4	-4.6	3.6	1.12	-12.0	0.899	10.1	-14.0	-8.1
CCNc1nc(NCc2ccccc2)nc(SCC(N)=O)n1	-1.9	-1.6	-3.6	0.954	4.6	1.03	-2.6	-5.8	-11.5
